# FLuc counter: firefly luciferase modulation, counter-screen for miR-21 project | purified FLuc, Km substrates, luminescence inhibition | 6.9% of 360,000 active | P08659 | Potency, µM (series often up to 57.5 µM), for the others: top-dose activity change, negative = inhibition, usual class: inhibitors;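 note: plate controls were vehicle for no effect and reference inhibitor for full effect; nearly all actives have a fitted effect of over 55% in size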
#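 Purified P. pyralis luciferase, 10 nM final, with Km-level 10 uM D-luciferin and 10 uM ATP in 50 mM Tris acetate pH 7.5, 10 mM Mg acetate, 0.01% Tween-20, 0.05% BSA; 6-point qHTS titration about 60 µM downward; luminescence read.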
# NPC1 prom act: NPC1 promoter activation. Huh7 NPC1 promoter luciferase reporter, 24 h. Potency, µM (series often up to 9.22 µM), for inactives: at the top dose activation, hits mostly activators. 2.4% of 320,000 active. AID 485313;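 note: % of control where 0% means no effect; nearly all actives have a fitted effect of over 60% in size; reporter is driven by a mutant NPC1 promoter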
#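 Luminescence read-out of NPC1 promoter-driven luciferase in stably transfected Huh7 cells; compounds delivered in DMSO and left 24 h at 37C, 5% CO2, qHTS titration format.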
# RORgamma inh: blocks mouse ROR gamma transcriptional activity; AID 2551; 5.4% of 310,000 active; Potency, µM (doses to about 53.6 µM), for the others: top-dose activity change, negative = inhibition, actives largely listed as inhibitors; Drosophila S2 Gal4-RORgamma UAS-luciferase reporter, 20 h; note: % is set by controls: 0 for no effect and ±100 for the full control effect; nearly all actives have a fitted effect of over 60% in size
# Target sequence (P51450 whole entry, looked up, the tested form may be a part): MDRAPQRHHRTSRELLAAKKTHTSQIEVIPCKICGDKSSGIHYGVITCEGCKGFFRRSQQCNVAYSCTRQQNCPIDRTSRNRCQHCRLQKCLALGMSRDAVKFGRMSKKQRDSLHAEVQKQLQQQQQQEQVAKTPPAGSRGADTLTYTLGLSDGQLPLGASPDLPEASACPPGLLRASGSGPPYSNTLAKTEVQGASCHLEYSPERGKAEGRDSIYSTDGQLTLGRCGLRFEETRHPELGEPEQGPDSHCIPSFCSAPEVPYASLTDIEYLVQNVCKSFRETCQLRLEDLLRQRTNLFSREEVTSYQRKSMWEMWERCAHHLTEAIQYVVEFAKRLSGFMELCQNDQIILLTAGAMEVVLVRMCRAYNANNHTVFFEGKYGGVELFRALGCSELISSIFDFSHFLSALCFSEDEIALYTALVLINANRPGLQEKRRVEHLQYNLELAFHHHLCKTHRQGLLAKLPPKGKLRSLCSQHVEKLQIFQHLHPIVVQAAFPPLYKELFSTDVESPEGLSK
#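 Compounds are pin-transferred onto Drosophila Schneider cells expressing a copper-inducible Gal4–ROR gamma transactivation domain fusion. After 1 hr, copper sulfate is added to 700 uM final; luciferase is read 20 hr later.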
# Gal4-VP16 FLuc: inhibits Gal4-VP16 luciferase reporter, ROR gamma counter-screen | AID 2546 | Drosophila S2 Gal4-VP16 UAS-luciferase, luminescence, 20 h | Potency, µM (doses to about 53.6 µM), without a hit: at the top dose activity, negative = inhibition, usual class: inhibitors | 3.5% of 310,000 active;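 note: Gal4-VP16 expression switched on by copper sulfate through the metallothionein promoter; % is set by controls: 0 for no effect and ±100 for the full control effect; nearly all actives have a fitted effect of over 50% in size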
# Rab9 prom act: activates the Rab9 promoter. Huh7 Rab9 promoter-luciferase reporter, luminescence, 24 h. Potency, µM (top dose mostly 9.22 µM), inactives show at the highest dose activation, negative = inhibition, most hits filed as activators. 2.8% of 320,000 active. AID 485297; note: % of control where 0% means no effect; nearly all actives have a fitted effect of over 60% in size
#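 Steps: seed 1500 Huh7 Rab9-luc cells per well, rest 2 h at 37 °C; add compound in DMSO; incubate 24 h; add luciferase reagent, 10 min ambient; read luminescence.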
# p53 reactivation: mutant p53 re-activation in reporter cells; AID 504706; H1299 p53-A138V BP100-luciferase reporter, luminescence, 24 h; Potency, µM (top dose mostly 92.2 µM), for the others: at the highest dose activity change, positive = activation, hits mostly activators; 0.063% of 320,000 active; note: % of control where 0% means no effect; nearly all actives have a fitted effect of over 45% in size
#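 p53-null H1299 cells stably carrying temperature-sensitive p53-A138V and a BP100-luciferase reporter were pinned with compounds (4-point, 1:5 series) and held 24 hrs at 37 deg C. Luminescence was read 10 min after detection reagent.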
# BRCA1 expr up: activators of BRCA1 expression | Potency, µM (titrated, usually from 46.1 µM), for inactives: at the highest dose activation, actives largely listed as activators | 1.1% of 380,000 active | MCF7-BRCA1-FFLuc reporter, luminescence, 48 h; response scale: scaled: vehicle 0%, 10 µM genistein 100%; note: nearly all actives have a fitted effect of over 80% in size; some results filed as inactive show a strong effect at the top dose
#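 MCF7-BRCA1-FFLuc cells, 2000/well in phenol-red-free MEM, attached 2 h then treated 48 h at 37 C. Luciferase luminescence read 15 min after reagent; normalized to genistein maximum activation (10microM) and DMSO, concentration-response fitted.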
# uPA surface inh: inhibitors of cell surface uPA generation; cell surface uPA generation assay, qHTS; Potency, µM (doses to about 38.3 µM), for inactives: at the top dose activity change, negative = inhibition, hits mostly inhibitors; 0.31% of 330,000 active; AID 540303; active = well fitted inhibition curve with a large enough effect; inconclusive = small, poorly fitted or top-dose-only effect; inactive = no such curve, though single readings can be large or run the other way; tested in mouse RAW 264.7 cells; note: % is set by controls: 0 for no effect and ±100 for the full control effect; nearly all actives have a fitted effect of over 55% in size
# MBNL1 CUG block: blocks human MBNL1 binding to CUG repeat RNA; TR-FRET MBNL1-His/biotin-(CUG)12 binding, 665/545 ratio; Potency, µM (series often up to 57.5 µM), for inactives: at the highest dose activity change, negative = inhibition, usual class: inhibitors; 0.036% of 280,000 active; AID 2675; active = well fitted inhibition curve with a large enough effect in the signal ratio, with a control signal flat, not every such curve was filed as active; inconclusive = small, poorly fitted or top-dose-only effect, or effect the other way, or a change in a side signal; inactive = no such curve, though single readings can be large or run the other way; the % refers to the signal ratio; note: % is set by controls: 0 for no effect and ±100 for the full control effect
# Target sequence (Q9NR56 whole entry, looked up): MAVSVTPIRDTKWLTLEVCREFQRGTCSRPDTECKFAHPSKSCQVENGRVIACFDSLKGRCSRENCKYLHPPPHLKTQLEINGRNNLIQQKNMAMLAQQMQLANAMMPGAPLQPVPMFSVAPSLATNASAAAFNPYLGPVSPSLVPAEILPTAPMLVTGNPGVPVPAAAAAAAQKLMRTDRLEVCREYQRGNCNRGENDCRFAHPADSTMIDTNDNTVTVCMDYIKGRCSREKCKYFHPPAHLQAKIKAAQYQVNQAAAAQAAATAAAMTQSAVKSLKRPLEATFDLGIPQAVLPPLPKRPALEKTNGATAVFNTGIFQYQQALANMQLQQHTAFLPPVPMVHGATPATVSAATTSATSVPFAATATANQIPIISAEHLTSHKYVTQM
#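 Compound titration spanned 92 nM–58 uM against the MBNL1-His/biotin-(CUG)12 complex. After 60 min at room temperature with 5 nM streptavidin-XL665 and 0.055 ng/ul terbium anti-His, ratiometric 665/545 nm emission (Ex 340 nm) normalized to controls.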
# ELG1 genotoxic: inducers of genotoxicity in HEK293T ELG1-luciferase cells | HEK293T ELG1-luciferase reporter, luminescence, 16 h | Potency, µM (doses to about 46 µM), for the others: top-dose activity change, positive = activation, most hits filed as activators | 1.3% of 330,000 active | AID 504466; note: % of control where 0% means no effect; nearly all actives have a fitted effect of over 60% in size
#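 Genotoxic stress is detected as increased luminescence from luciferase-tagged ELG1 in HEK293T cells, measured with ONE-Glo after a 16 hr treatment at 37 °C.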
# CXXC DNA block: blocks binding of human MLL CXXC domain to DNA | Q03164 | MLL-CXXC / FITC-HOXA9 DNA fluorescence polarization | Potency, µM (titrated, usually from 115 µM), inactives show at the highest dose activity change, negative = inhibition, hits mostly inhibitors | 0.037% of 290,000 active | AID 2662; active = well fitted inhibition curve with a large enough effect in the polarisation, with a control signal flat, not every such curve was filed as active; inconclusive = small, poorly fitted or top-dose-only effect, or effect the other way, or a change in a side signal; inactive = no such curve, though single readings can be large or run the other way; the % refers to the polarisation
#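 Purified MLL-CXXC (added from a 7 uM solution) was preincubated 5 min at ambient with pinned compounds in 50 mM Tris-HCl pH 7.5, 50 mM NaCl, 1 mM DTT, 0.05% BSA. Fluorescein-labeled HOX-A9 DNA (50 nM solution) followed, 30 min, then polarization read.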
# * = called active by the depositor; ? = inconclusive; · = no result given; [ ] = another dose, or the depositor's remark. Unless noted, calls come from the whole dose curve; as a rule, active = well fitted curve in the direction sought with a large enough effect; inconclusive = small, poorly fitted or top-dose-only effect, or another doubt; inactive = no such curve, though single readings can be large; an effect the other way counts as inactive or inconclusive. Potency is the fitted concentration of half-maximal effect. These rows are one share of the data; the hit share may differ from the screen's.
nr	SMILES	RORgamma inh	NPC1 prom act	ELG1 genotoxic	BRCA1 expr up	FLuc counter	uPA surface inh	MBNL1 CUG block	CXXC DNA block	Gal4-VP16 FLuc	Rab9 prom act	p53 reactivation
1	O=[N+]([O-])c1c(N2CCN(CCO)CC2)nc2ccccn12	-14%	0%	3%	-3%	1%	-8%	?	-8%	-23%	-1%	2%
2	CCCCn1c(N)c(N(CCC(C)C)C(=O)CSc2nnc3ccccn23)c(=O)[nH]c1=O	-15%	1%	2%	14%	0%	3%	-2%	2%	0%	-1%	0%
3	COc1ccc(N(CC(=O)Nc2ccc3c(c2)OCCO3)S(=O)(=O)c2c(C)noc2C)cc1	19%	-2%	1%	-34%	1%	-4%	-5%	-2%	-5%	-5%	-3%
4	COc1ccccc1NC(=O)C(C)OC(=O)C1CC(=O)N(c2ccc3c(c2)OCCO3)C1 (configuration not stated)	12%	-3%	-1%	19%	7%	2%	-1%	-3%	-4%	8%	-4%
5	O=C(CCC(=O)c1cccs1)NNC(=O)c1ccccc1Cl	·	1%	2%	5%	·	-2%	·	·	·	-3%	-4%
6	COc1ccccc1-c1c(C)nn2c(C)c(C(C)=O)cnc12	13%	1%	-1%	0%	1%	4%	2%	1%	0%	-6%	?
7	CCCC(=O)N=C1SC2CS(=O)(=O)CC2N1c1ccc(-c2nc3ccc(C)cc3s2)cc1 (configuration not stated)	-18%	3.5µM*	21µM*	16µM*	5.4µM*	0%	7%	8%	-6%	4µM*	?
8	Cc1csc(NC(=O)CSc2nnc(Cc3cccn3C)n2-c2ccc(F)cc2)n1	?	1%	1%	-17%	1%	-7%	-16%	6%	1%	-3%	-1%
9	CN(C)c1cccc(C(=O)N/C=C/n2cnc3cc(C(F)(F)F)ccc32)c1	-5%	-5%	-4%	-31%	5%	-1%	2%	-6%	-8%	3%	-1%
10	O=C(c1ccccc1)c1ccccc1C(=O)N1CCCC1	4%	·	·	15%	-2%	-1%	3%	1%	-1%	·	·
11	CCCC(C)NC(=O)C1CC(=O)N(CCc2ccc(F)cc2)C1 (configuration not stated)	2%	-1%	0%	2%	0%	13%	-1%	3%	-8%	-3%	·
12	CC(C1CC2CCC1C2)n1c(-c2ccco2)n[nH]c1=S (configuration not stated)	1.3µM*	0%	-4%	-3%	?	3%	-1%	16%	6.3µM*	-11%	-1%
13	CCn1c(SCC(=O)Nc2cc(C)on2)nnc1-c1c[nH]c2ccccc12	23%	5%	-1%	-4%	-2%	3%	-10%	-4%	4%	2%	-4%
14	CC12CCC(=O)N1C(C(=O)Nc1ccc(Br)cc1Cl)CS2 (configuration not stated)	3%	-4%	-9%	-15%	-2%	-11%	6%	1%	-13%	5%	-14%
15	CCC(=O)Nc1ccc(C2C(=O)c3ccccc3C2=O)cc1	?	0.79µM*	?	67%	1.3µM*	-8%	?	3%	?	?	?
16	CCc1ccc(C(=O)COC(=O)c2nn(C)c(=O)c3ccccc23)cc1	?	-2%	0%	-10%	19µM*	-1%	5%	23%	1%	-4%	-2%
17	Cc1nc(NC(=O)c2ccc(Br)o2)sc1C	-34%	?	17%	?	7.6µM*	-7%	0%	17%	-17%	?	?
18	COc1ccc(N2CCN(S(=O)(=O)c3ccc4c(c3)CCCC4)CC2)c([N+](=O)[O-])c1	?	-21%	-8%	-55%	3%	-11%	1%	0%	?	-25%	0%
19	O=C(CSc1nnc(CNC(=O)c2ccco2)o1)Nc1nc2ccccc2s1	2.5µM*	0%	-2%	70%	-7%	11%	-4%	2%	10µM*	5%	?
20	Cc1cc(C)nc(SCC(=O)Nc2nc(-c3ccccc3)c(-c3ccccc3)o2)n1	11µM*	0%	0%	-37%	-1%	-2%	16%	-1%	20µM*	-1%	-11%
21	Clc1ccc(CCNc2ncnc3nc[nH]c23)cc1	-22%	0%	-2%	?	-19%	-19%	0%	10%	11µM*	-7%	15%
22	C=CCN1C(=O)CS/C1=C(\C#N)S(=O)(=O)c1ccc(C)cc1	-7%	0%	1%	-12%	4%	3%	0%	10%	4%	1%	1%
23	Cn1c2ccccc2c2c(C(=O)NCc3ccco3)cn(C3CCCCC3)c(=O)c21	-27%	13%	8%	-47%	-2%	-12%	0%	3%	-3%	0%	-1%
24	COc1cc(CNC(C)c2ccccc2)c(Br)cc1OCC(N)=O (configuration not stated)	-6%	0%	2%	-2%	7%	·	-3%	3%	-1%	-2%	2%
25	Cc1ccc(C2(C)NC(=O)N(CC(=O)NNC(=O)c3cc(C)oc3C)C2=O)cc1 (configuration not stated)	·	0%	1%	4%	-3%	-5%	·	·	·	1%	-2%
26	O=C(CCCOc1ccccc1)N1CCN(C(=O)c2ccco2)CC1	34%	3%	?	55%	-17%	4%	-4%	14%	15%	14%	21%
27	Cc1nc2ccccc2n1CC(=O)NC1CCCC1	28%	-7%	-10%	-7%	2%	-2%	-8%	9%	2%[10 µM]	1%	-3%
28	Cc1c(Br)c(=O)oc2c(Br)c(O)ccc12	3%	-2%	-7%	-10%	?	0%	36%[activator]	2%	1%	-1%	1%
29	CCS(=O)CCSC(=N)N (configuration not stated)	-1%	13%	17%	1%	2%	-5%	-8%	3%	-5%	12%	22%
30	C=CCNC(=O)Nc1ccc(OCC)cc1	-4%[0.365 µM]	-2%	26%	61%	-22%	·	4%	-1%	·	-1%	13%
31	O=C(CSc1ncn[nH]1)N1CCN(S(=O)(=O)c2ccc(Cl)cc2)CC1	-4%	0%	0%	-6%	6%	·	0%	-5%	0%	1%	-6%
32	CCOc1ccc(C(=O)OCC(=O)Nc2ccc3c(c2)OCCO3)cc1OC	·	-6%	6%	13%	-1%	8%	·	·	·	3%	-2%
33	COc1cc2c(cc1OC)CN(C(=S)Nc1cccc(Cl)c1C)CC2	?	0%	-5%	-21%	1%	-2%	-1%	6%	-15%	5%	-2%
34	COC(=O)CC1C(=O)NC2CCCCC2N1C(=O)CCl (configuration not stated)	-20%	-9%	0%	-24%	1%	-5%	-12%	-11%	2%	-9%	-12%
35	COc1ccccc1CCC(=O)N(C)CC(=O)Nc1ccc(F)cc1	23%	2%	4%	-8%	1%	2%	1%	44%[activator]	2%	-10%	-6%
36	CCCCSc1nnc(CCCCCNC(=O)OC(C)(C)C)o1	?	3%	-7%	-44%	-11%	-2%	5%	3%	-7%	-2%	3%
37	C=CCN1CCN(C(=O)c2oc3ccccc3c2C)CC1	17%	16%	5%	52%	-12%	-5%	-3%	-2%	7%	17%	?
38	COc1cccc(NC(=O)c2ccc(N3C(=O)C4CC=C(C)CC4C3=O)cc2)c1 (configuration not stated)	0%	-4%	0%	-11%	-16%	-7%	0%	6%	22%	-7%	-1%
39	COc1cccc(C(=O)NCCSc2ccc(C)cc2)c1	9%	-13%	1%	14%	-10%	1%	?	0%	-12%	-1%	-13%
40	CC1(C(=O)NNC(=O)c2ccc([N+](=O)[O-])cc2)CC1(Br)Br (configuration not stated)	-40%	-1%	-3%	5%	-3%	-4%	?	3%	-3%	-3%	7%
41	O=C(/C=C/c1ccc(Cl)cc1)c1cccnc1	?	2%	14%	-47%	21µM*	-11%	0%	16%	20µM*	-4%	-10%
42	Cc1ccc(S(=O)(=O)N2CCN(c3ccc([N+](=O)[O-])c4cccnc34)CC2)cc1	?	0%	0%	-15%	1%	-3%	16%	-2%	-12%	2%	-14%
43	c1ccc(Nc2nc(NCC3CCCO3)c3ccccc3n2)cc1 (configuration not stated)	-19%	-9%	-10%	-48%	?	-2%	·	22%	?	-4%	23%
44	CC1(C)S[C@@H]2[C@H](NC(=O)C(NC(=O)N3CCNC3=O)c3ccccc3)C(=O)N2[C@H]1C(=O)O (some centres not stated)	26%	-4%	2%	12%	0%	5%	-4%	1%	6%	0%	1%
45	COc1ccc(C(=O)NC(=S)NNC(=O)c2ccco2)cc1	11µM*	-3%	3%	-18%	0%	-4%	6%	50%[activator]	?	-2%	10%
46	CCOC(=O)C1CCCN(c2c(Nc3cccc(C)c3)c(=O)c2=O)C1 (configuration not stated)	-26%	1%	1%	-14%	3%	-5%	5%	5%	6%	-5%	0%
47	CCOc1ccc(N2C=Nc3ccc(OCC)cc3C2)cc1	-34%	20%	-1%	19%	?	-5%	-4%	-9%	-21%	17%	-2%
48	N#CN=C(c1ccccc1)c1ccccc1	-5%	-4%	2%	1%	4%	0%	2%	12%	-4%	1%	16%
49	CCCOc1ccc(C(=O)Nc2c[nH]c(=O)[nH]c2=O)cc1	-20%	-2%	7%	11%	-19%	0%	-15%	3%	1%	1%	14%

# Screens: PubChem BioAssay, National Center for Advancing Translational Sciences (NCATS)
